# Hsp70 inhibitors = Hsp70 inhibitors, probe displacement, primary screen, biochemical, fluorescence polarization (AID 583); Heat shock 70 kDa protein 1A (Homo sapiens); Hsp70 fluorescence polarization probe displacement, mP; higher % means a stronger effect; displacement, % at 20 µM; hits with a dose series show IC50 in µM; 140,000 tested, 0.06% active; in the data active = displacement above about 50%;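 also: plate controls were vehicle for no effect and reference ligand for full effect; a part of the inactive calls stands beside numbers as strong as those of hits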
# MKP-3 inhibition = MKP-3 phosphatase inhibitors, primary screen, biochemical, rat enzyme, in vitro (AID 425). Dual specificity protein phosphatase 6 (Rattus norvegicus). recombinant MKP-3 phosphatase activity, fluorescence; higher % means a stronger effect. inhibition, % at 20 µM, or IC50 in µM where a hit was titrated. 110,000 tested, 0.17% active; in the data active = inhibition above about 50%;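 also: plate controls were vehicle for no effect and reference inhibitor for full effect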
# An asterisk follows results filed as active; nt = no result given.
1) CCCC(=O)O[C@]1(C(=O)CCl)[C@@H](C)C[C@H]2[C@@H]3CCC4=CC(=O)C=C[C@]4(C)[C@@]3(F)C(=O)C[C@@]21C
2) N=c1nc(N2CCCCC2)cc(N)n1O
3) CCCCCCCCCCCCCCCC(O)C(N)CO (stereo unspecified)
4) Cc1n(N)c2ccccc2[n+]1C
5) COC(=O)C1=C(C)NC2=C(C(=O)c3ccccc32)C1c1cccs1 (stereo unspecified)
6) CC1(C)O[C@@H]2C[C@H]3[C@@H]4C[C@H](F)C5=CC(=O)C=C[C@]5(C)[C@@]4(F)[C@@H](O)C[C@]3(C)[C@]2(C(=O)CO)O1
7) CC(=O)Oc1ccc2c(C)cc(=O)oc2c1
8) CCCC(=O)O[C@]1(C(=O)COC(C)=O)CC[C@H]2[C@@H]3C[C@H](F)C4=CC(=O)C=C[C@]4(C)[C@@]3(F)[C@@H](O)C[C@@]21C
9) C/C(=N/NC(=O)c1cncc(Br)c1)c1ccc2ccccc2c1
10) COc1cc(C2Oc3cc(C4Oc5cc(O)cc(O)c5C(=O)C4O)ccc3OC2CO)ccc1O (stereo unspecified)
11) CCCCN(CCCC)CCCOC(=O)c1ccc(N)cc1
assay / compound,1,2,3,4,5,6,7,8,9,10,11
Hsp70 inhibitors,4.4%,-1.4%,-93%,1.1%,-2.6%,-2.6%,-1.2%,-2.6%,0.1%,2.2%,2.2%
MKP-3 inhibition,-14%,-3%,15%,0%,0%,-3%,nt,-6%,2%,-8%,-3%

# 2 entries from above, with values under each structure:
# Screens in order – Hsp70 inhibitors	MKP-3 inhibition
[8] CCCC(=O)O[C@]1(C(=O)COC(C)=O)CC[C@H]2[C@@H]3C[C@H](F)C4=CC(=O)C=C[C@]4(C)[C@@]3(F)[C@@H](O)C[C@@]21C
→ -2.6%	-6%
[9] C/C(=N/NC(=O)c1cncc(Br)c1)c1ccc2ccccc2c1
→ 0.1%	2%

# Among those listed so far, 3 contain fluorine:
1) CCCC(=O)O[C@]1(C(=O)CCl)[C@@H](C)C[C@H]2[C@@H]3CCC4=CC(=O)C=C[C@]4(C)[C@@]3(F)C(=O)C[C@@]21C
6) CC1(C)O[C@@H]2C[C@H]3[C@@H]4C[C@H](F)C5=CC(=O)C=C[C@]5(C)[C@@]4(F)[C@@H](O)C[C@]3(C)[C@]2(C(=O)CO)O1
8) CCCC(=O)O[C@]1(C(=O)COC(C)=O)CC[C@H]2[C@@H]3C[C@H](F)C4=CC(=O)C=C[C@]4(C)[C@@]3(F)[C@@H](O)C[C@@]21C
assay / compound,1,6,8
Hsp70 inhibitors,4.4%,-2.6%,-2.6%
MKP-3 inhibition,-14%,-3%,-6%

# Source: PubChem BioAssay

# A portion of the library, so the mix of outcomes need not match the whole.
